PAX8 reporter – inhibitors of PAX8-driven TPO luciferase reporter, primary screen, RMG-I cells, single concentration; 360,000 compounds, 1.2% hits; AID 652154, 2013; inhibition, % at 12.6 µM; SteadyGlo, 24 h;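 active = mean replicate inhibition at least 60% with every replicate also reaching 60%; inconclusive = only one of the two criteria is met; inactive = mean below 60% and not all replicates reaching 60%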;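 also: luciferase light reporting Pax8 driven TPO promoter activity; plate controls were median of neutral control wells for no effect and mitoxantrone controls for full effect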
PglD DTNB – C. jejuni PglD acetyltransferase inhibitors, primary screen, biochemical, DTNB colorimetric, single point; purified PglD enzyme, DTNB colorimetric CoA detection; 360,000 compounds, 0.098% hits; inhibition, % at 12.5 µM; in the data active = inhibition above about 16%, passing the limit was not always enough; inconclusive = no clear call, values can overlap the other calls; also: strong numbers were not always called active
PGC1a acetyl inh – inhibitors of PGC1a acetylation signal, primary screen, cell-based, U2OS, AlphaScreen, inhibitor mode | AlphaScreen anti-acetyl-lysine; with virally co-expressed GCN5 acetyltransferase | inhibition, % at 15.6 µM | 350,000 compounds, 0.17% hits;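 active = every replicate shows inhibition of at least 40%; inconclusive = mean inhibition at least 40% but some replicate below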;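 also: 0% = neutral control wells and 100% = positive control wells; some results beyond the cut were filed as inactive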
Starred values were filed as active, the others as inactive; ? = inconclusive. This is a subset, so the mix of outcomes need not match the whole.

SMILES | PAX8 reporter | PglD DTNB | PGC1a acetyl inh
Cc1oc(-c2ccc(Cl)cc2)nc1CN1CCC(C(=O)NCc2cccs2)CC1 | -12 | 2 | -19
O=C(CSc1nnc(-c2ccco2)n1Cc1ccco1)NCc1ccccc1 | 11 | -3 | 8
O=C(C/C=N/OCc1ccc(Cl)cc1Cl)c1ccc(Cl)cc1 | 12 | -7 | -5
O=C(O)CCSc1nnc(-c2ccc3c(c2)OCO3)o1 | 18 | 4 | 3
Cc1c(C)c2cc(Cl)c(O)c(CN3CCN(C)CC3)c2oc1=O | -10 | 0 | 8
Cc1cccc(-c2nc(CN3CCCC(C(=O)NC4CCCC4)C3)c(C)o2)c1 (configuration not stated) | 29 | -3 | 2
C=CC(=O)NC(C)(C)Cc1ccccc1 | -14 | 2 | ?
O=C(NCc1ccccc1F)C1CCN(C(=O)NCc2ccccc2)CC1 | 12 | -3 | -27
CC1(C)OC(=O)C(=NNc2ccc(Cl)cc2)C(=O)O1 | -59 | -5 | 13
COc1cccc(C(=O)Nc2ccc(C(=O)O)cc2)c1 | -2 | 1 | 11
Cn1ccnc1Sc1nnnn1-c1ccccc1 | -1 | -3 | 0
COc1ccc(CCNC2=C(Cl)C(=O)N(CCc3ccccc3)C2=O)cc1OC | 5 | -10 | 1

Individual results from the results shown.
PAX8 reporter with Cc1oc(-c2ccc(Cl)cc2)nc1CN1CCC(C(=O)NCc2cccs2)CC1 is entered as -12
PglD DTNB with Cc1cccc(-c2nc(CN3CCCC(C(=O)NC4CCCC4)C3)c(C)o2)c1 (configuration not stated) is entered as -3

The listing continues.
SMILES | PAX8 reporter | PglD DTNB | PGC1a acetyl inh
CC(C)(C)n1nnnc1C(c1ccc(F)cc1)N1CCN(Cc2ccc3c(c2)OCO3)CC1 (configuration not stated) | 5 | 6 | -4
CCOC(=O)CSc1ncc(OC)c(Sc2ccc(OC)cc2)n1 | -9 | -1 | -5
O=C(Nc1ccc(N2CCOCC2)c(Cl)c1)C1CCCCC1 | -34 | -3 | -3
Nc1nonc1-c1noc(-c2ccccc2Br)n1 | -56 | -7 | 3
O=C(Nc1ccccc1N1CCCC1)c1cccnc1 | -1 | 2 | 5
Cc1ccc(-c2nnc(SCC(=O)Nc3ccccc3N3CCOCC3)o2)cc1 | -10 | 2 | -2
CC(=O)NCCn1c(SCC(=O)c2ccccc2)nc2ccccc2c1=O | 9 | 8 | 3
COc1ccc2[nH]c(=O)c(CN(C(=O)NC3CCCCC3)C3CCCC3)cc2c1 | 15 | 8 | 3
Cc1ccc(OCCNC(=O)/C=C/c2ccc([N+](=O)[O-])cc2)cc1C | -8 | -7 | 4
COc1ccc(OCC(=O)N2CCN(C(=O)COc3ccc(Br)cc3)CC2)cc1 | 3 | -5 | -14
COC(=O)c1ccc(CSc2nc3ccccc3o2)cc1 | -12 | -6 | 21
COc1ccc2nc(NC(=O)c3cccc(OCc4c(C)noc4C)c3)sc2c1 | -13 | -1 | -27
Nc1c(C(=O)NC2CCCCC2)nsc1C(=O)OCC(=O)NC1CCCCC1 | 18 | -2 | 2
CCCCCC1CC(CC(=O)Nc2nncs2)C(=O)O1 (configuration not stated) | -8 | -6 | -2
CN(C)c1nc2c(c(=O)n(C)c(=O)n2C)n1Cc1ccccc1 | 9 | 2 | -9
CCCCN(CC)C(=O)c1cccc(Cl)c1 | 3 | -5 | 1
COc1cc2nc(SCC(=O)NCCc3ccccc3)n(Cc3ccco3)c(=O)c2cc1OC | 6 | 2 | -1
O=C(Nc1cccc2ccccc12)N1CC=C(c2ccccc2)CC1 | -1 | -2 | -8
O=C1CC(N(O)c2ccccc2)C(=O)N1Cc1ccccc1 (configuration not stated) | 4 | 2 | -2
CCCN1C(=O)/C(=C/C=C2\N(CC)c3ccccc3C2(C)C)SC1=S | 38 | 7 | -3
COc1ccc(CCNC(=O)COc2nsnc2N2CCOCC2)cc1OC | 11 | -2 | -8
c1ccc(-n2ncc3c(NCCCN4CCOCC4)ncnc32)cc1 | -102 | 2 | 6
Cc1ccsc1C(=O)OCC(=O)c1cc(C)n(CC2CCCO2)c1C (configuration not stated) | 60 | -3 | -19
Cc1ccc(C(=O)NNC(=O)CSc2nnc(-c3ccncc3)n2C)cc1 | 15 | -3 | -16
CCOC(=O)C1=C(C)NC(=O)C(C(N)=O)C12CCCC2 (configuration not stated) | 17 | -3 | 1
Cc1c(NC(=O)c2ccccc2N)cccc1C(=O)O | -18 | 2 | 1
CN(C)/C=C/C(=O)c1cccc(Cl)c1 | 5 | 2 | 4
CCOC(=O)N1CCC(NC2CCCCCCC2)CC1 | 22 | 2 | -3
O=C(N/C(=C/c1cccs1)c1nc2ccccc2[nH]1)c1ccccc1 | 19 | -4 | -6
Cc1ccc(-c2cc(C(F)F)n3ncc(C(=O)Nc4c(C)nn(Cc5ccccc5Cl)c4C)c3n2)cc1 | 9 | 0 | -6
Cc1cc(-c2ccccc2)n(-c2ccc(C(=O)N3CCN(c4ncccn4)CC3)cc2)n1 | 0 | 1 | -6
COc1ccc(N2C(=O)C3C4c5ccccc5C(C=Nc5ccc(C)cc5C)(c5ccccc54)C3C2=O)cc1 (configuration not stated) | 65* | 1 | 0
C=CCn1c(SCc2ccc(OC)cc2)nnc1-c1cccnc1 | 3 | 2 | -5
Cc1ccc(C(=O)CSc2ncn[nH]2)cc1 | -7 | 6 | 7
COC(=O)c1sccc1NC(=O)CSc1ccccc1NS(=O)(=O)c1cc(Cl)ccc1Cl | 11 | 3 | 9
CC(CC(C)C(=O)N1CCOCCN(C(=O)C(C)CC(C)C(=O)O)CCOCC1)C(=O)O (configuration not stated) | 11 | -2 | 5
CC(C)C(=O)Nc1ccc(-c2nc3cccnc3o2)cc1 | -29 | 1 | 3
COc1ccc(C2/C(=C(/O)c3ccccc3)C(=O)C(=O)N2CC(C)O)c(OC)c1 (configuration not stated) | -13 | 3 | 4
CCC(C)(C(=O)NC1CCCCC1)N(Cc1ccco1)C(=O)c1ccccn1 (configuration not stated) | -11 | -2 | -17
O=C(COC(=O)c1ccc2c(c1)OCO2)NCc1ccc2c(c1)OCO2 | 2 | 3 | 2
CCCCCOC(=O)c1ccccc1C(=O)O | 14 | -4 | -5
O=C(O)CN(Cc1ccco1)S(=O)(=O)c1ccc(F)cc1 | -5 | 5 | 10
Cc1cc(N)n2ncc(-c3ccc(Cl)cc3)c2n1 | -82 | -11 | -1
CC(C)(O)c1cc(=O)sc2nc3ccccc3n12 | -149 | -2 | ?
CC(=O)Cc1nsc(NC(=O)c2cn(-c3ccccc3)nc2-c2ccc(Br)cc2)n1 | -4 | -1 | -2
Cc1cc(=O)oc2cc(OCC(=O)OCC(=O)NCc3ccc4c(c3)OCO4)ccc12 | 4 | -6 | -9
CC(=O)Cc1nsc(NC(=O)c2cc(-c3ccc(Cl)c(Cl)c3)oc2C)n1 | 8 | 2 | -14
CCNC(=O)c1sc(-c2ccccc2)nc1C | -35 | -3 | 2

Entries of single compounds from above. Order of values: PAX8 reporter, PglD DTNB, PGC1a acetyl inh
Listed for COC(=O)c1ccc(CSc2nc3ccccc3o2)cc1 : -12, -6, 21
Listed for Cc1cc(N)n2ncc(-c3ccc(Cl)cc3)c2n1 : -82, -11, -1
Listed for CCCCCC1CC(CC(=O)Nc2nncs2)C(=O)O1 (configuration not stated) : -8, -6, -2

Next part:
SMILES | PAX8 reporter | PglD DTNB | PGC1a acetyl inh
COC(=O)c1cccc(NS(=O)(=O)c2ccc(NC(C)=O)cc2)c1C | 4 | -8 | 2
Cc1cc(C)cc(NC(=O)C2CCN(c3nc(C)cc(C)n3)CC2)c1 | 3 | 1 | -14
O=C(CCn1nc(-c2ccc(Cl)cc2)c2ccccc2c1=O)NCC1CCCO1 (configuration not stated) | 2 | -2 | 31
Cc1cccc(C)c1NC1=NC2(CCCCC2)N=C(N)N1 | 6 | 3 | 11
COc1ccc(-c2cc(-c3c(O)c(OC)c4occc4c3OC)[nH]n2)cc1 | -18 | 1 | -15
c1ccc2c(c1)CCN(c1nc3cc4c(cc3s1)OCO4)C2 | -93 | 0 | 16
Cc1ccc(NC(=O)c2cc(NC(=O)C3CC=CCC3C(=O)O)ccc2N2CCOCC2)cc1Cl (configuration not stated) | 14 | -2 | -7
CCOC(=O)c1ccc(NC(=O)CSc2nc3cccnc3n2C)cc1 | 0 | 3 | 15
N#Cc1c(C(F)(F)F)cc(-c2ccco2)nc1SCc1ccncc1 | 16 | -7 | 6
Cc1ccc(-c2nnc(SCC(=O)OC(C)C)n2N)cc1 | 5 | 3 | 4
COc1cc(Br)cc2cc(C(=O)NCC3CCCO3)c(=O)oc12 (configuration not stated) | -29 | -9 | -2
O=C(O)c1ccc(COCC(F)(F)F)cc1 | 9 | -2 | -8

In the list so far, seven contain a furan ring, fused or not.
SMILES | PAX8 reporter | PglD DTNB | PGC1a acetyl inh
O=C(CSc1nnc(-c2ccco2)n1Cc1ccco1)NCc1ccccc1 | 11 | -3 | 8
COc1cc2nc(SCC(=O)NCCc3ccccc3)n(Cc3ccco3)c(=O)c2cc1OC | 6 | 2 | -1
CCC(C)(C(=O)NC1CCCCC1)N(Cc1ccco1)C(=O)c1ccccn1 (configuration not stated) | -11 | -2 | -17
O=C(O)CN(Cc1ccco1)S(=O)(=O)c1ccc(F)cc1 | -5 | 5 | 10
CC(=O)Cc1nsc(NC(=O)c2cc(-c3ccc(Cl)c(Cl)c3)oc2C)n1 | 8 | 2 | -14
COc1ccc(-c2cc(-c3c(O)c(OC)c4occc4c3OC)[nH]n2)cc1 | -18 | 1 | -15
N#Cc1c(C(F)(F)F)cc(-c2ccco2)nc1SCc1ccncc1 | 16 | -7 | 6

More records.
SMILES | PAX8 reporter | PglD DTNB | PGC1a acetyl inh
CC(=O)Nc1nonc1NC(=O)CSc1ncn[nH]1 | 16 | 0 | -2
COc1ccc(-c2oc3ncn(CCN4CCOCC4)c(=N)c3c2-c2ccc(OC)cc2)cc1 | 23 | -1 | 8
c1ccc2c(CCNc3ncnc4nc[nH]c34)cccc2c1 | -14 | -1 | 1
O=C(COc1cccc(-n2cnnn2)c1)N1CCOCC1 | -3 | 8 | -8
O=C(C1CCN(S(=O)(=O)c2ccc(F)cc2)CC1)N1CC=C(c2ccccc2)CC1 | 2 | -1 | 48
Cc1ccc(N(C(=O)C2CCC(=O)N2)C2(C(=O)NC3CCCCC3)CCCCC2)cc1 (configuration not stated) | 8 | 2 | 45
COc1ccc(NC(=O)Nc2cc(C)ccc2OC)cc1 | -20 | 0 | -1
CCCNC(=O)c1ccc2c(c1)C1C3CCC(C3)C1C(c1ccccc1)N2 (configuration not stated) | -3 | 2 | 7
C=CCn1c(SCC(=O)Nc2cccc3ccccc23)nnc1-c1cnccn1 | 18 | -4 | -1
COc1cccc(N(CC(=O)Nc2ccc3c(c2)OCO3)S(=O)(=O)c2ccccc2)c1 | 9 | 2 | -9
O=C(c1cc(-c2ccccc2)nc2ccccc12)N1CCN(c2ccccn2)CC1 | 24 | 0 | 2
N#Cc1c(NCc2ccccc2)ccnc1NCc1cccnc1 | 19 | 8 | 5
O=c1c2cccnc2[nH]c(=S)n1CCCN1CCN(c2ccc(F)cc2)CC1 | 12 | -6 | 6
CCC(Oc1ccccc1)C(=O)Nc1ccc(S(=O)(=O)NCC2CCCO2)cc1 (configuration not stated) | 4 | 3 | -9
CCOC(=O)CSc1nnc(CSc2nc3sc4c(c3c(=O)[nH]2)CCC4)n1-c1ccccc1 | -16 | 4 | -5
CCC(C)(C)NC(=O)c1ccc(S(=O)(=O)N(C)c2ccccc2OC)cc1 | 20 | -1 | -8
CCOC(=O)N1CCN(C(=O)NC2CCCCC2)CC1 | 8 | -1 | -6
Cn1c(=O)cc(OCCCC(=O)N2CCN(Cc3ccc4c(c3)OCO4)CC2)c2ccccc21 | 9 | -5 | 8
COc1ccc(NC(=O)N2c3ccccc3CC2C)cc1OC (configuration not stated) | -20 | -4 | 10
COCCn1c(SC(C)C(=O)Nc2ccc3c(c2)OCCO3)nc2ccccc2c1=O (configuration not stated) | 13 | -4 | 6
